PG9 Ab binder = PG9 antibody binding by small molecule; TR-FRET gp120-PG9 antibody binding; inhibition, % at 6.7 µM; actives 0.43% (n = 360,000); AID 624416; in the data active means inhibition above about 8.5%
NPR1 activator = GC-A (human) enzyme activation; activation, % at 10 µM; actives 0.14% (n = 370,000); HEK293 GC-A cells, cGMP TR-FRET, EC30 ANP; 0% at EC30 ANP, 100% saturating ANP; P16066; in the data active means activation above about 40%
Target sequence (P16066 whole entry, looked up): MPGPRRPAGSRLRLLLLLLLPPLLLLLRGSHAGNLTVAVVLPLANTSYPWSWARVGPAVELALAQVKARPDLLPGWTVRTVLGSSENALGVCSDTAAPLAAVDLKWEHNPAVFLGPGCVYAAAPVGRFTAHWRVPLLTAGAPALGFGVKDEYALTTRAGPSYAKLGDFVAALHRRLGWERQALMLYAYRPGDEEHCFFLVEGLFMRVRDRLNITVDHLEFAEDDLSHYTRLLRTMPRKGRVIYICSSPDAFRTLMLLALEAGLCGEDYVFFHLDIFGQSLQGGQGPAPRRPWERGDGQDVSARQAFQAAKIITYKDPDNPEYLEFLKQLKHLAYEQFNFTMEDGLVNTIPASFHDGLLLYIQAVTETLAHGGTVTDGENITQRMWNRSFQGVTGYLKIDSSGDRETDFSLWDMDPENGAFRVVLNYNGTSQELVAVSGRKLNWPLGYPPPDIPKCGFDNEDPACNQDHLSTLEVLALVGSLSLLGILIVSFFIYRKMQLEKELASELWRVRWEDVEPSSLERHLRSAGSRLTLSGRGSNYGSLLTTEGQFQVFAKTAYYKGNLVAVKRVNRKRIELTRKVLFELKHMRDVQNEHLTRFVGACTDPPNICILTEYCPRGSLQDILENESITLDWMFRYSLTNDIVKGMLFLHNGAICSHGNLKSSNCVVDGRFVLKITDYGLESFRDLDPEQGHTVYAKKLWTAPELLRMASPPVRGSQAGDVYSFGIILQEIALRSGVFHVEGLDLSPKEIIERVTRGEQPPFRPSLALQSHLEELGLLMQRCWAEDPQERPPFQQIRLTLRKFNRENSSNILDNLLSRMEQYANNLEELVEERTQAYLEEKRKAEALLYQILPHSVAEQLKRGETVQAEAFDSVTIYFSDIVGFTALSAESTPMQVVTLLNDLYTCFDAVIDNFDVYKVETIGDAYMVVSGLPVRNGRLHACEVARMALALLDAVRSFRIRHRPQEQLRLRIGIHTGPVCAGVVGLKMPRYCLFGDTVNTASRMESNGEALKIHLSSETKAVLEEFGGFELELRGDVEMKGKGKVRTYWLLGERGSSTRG
ADAM10 inh = inhibitors of human ADAM10. O14672. recombinant ADAM10, EDANS/DABCYL FRET peptide cleavage, 3 h. inhibition, % at 7 µM. actives 0.62% (n = 370,000). AID 720582;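 active means inhibition above a per-campaign cutoff equal to the mean of compounds falling between control-based bounds plus 3 SD, cut at about 20% in these data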;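 further: 0% = DMSO wells while the 100% control is not disclosed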
DAX1 inh-1 = blocks DAX1 repression of SF-1 activated StAR promoter; HEK293T StAR-luciferase reporter, SF-1/DAX-1 repression relief; AID 652010; inhibition, % at 6.8 µM; actives 1.1% (n = 370,000);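 active means inhibition above the mean over all tested compounds plus 3 SD, cut at about 3.6% in these data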;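 further: 0% = DAX-1 cells with DMSO and 100% = cells lacking DAX-1 with DMSO; higher inhibition means more luminescence from relief of DAX-1 repression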
hcDAF-12 act = activators of H. contortus DAF-12 nuclear receptor | activation, % at 6.8 µM | actives 1.4% (n = 370,000) | HEK293 hcDAF-12 lit1-tk-luc reporter, luminescence; 0% DMSO, 100% Δ7-dafachronic acid | AID 652067;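 active means activation above the mean of all tested compounds plus 3 SD, cut at about 5.5% in these data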;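 further: 100% = response to 3 µM Δ7-dafachronic acid high control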
hgDAF-12 ag = activates the H. glycines DAF-12 receptor ligand-binding domain. actives 1.8% (n = 370,000). activation, % at 6.8 µM. HEK293 GAL4-hgDAF12 UAS-luciferase reporter, agonist luminescence; normalized to butyrate control;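 active means activation above a cutoff set at the mean of all screened compounds plus 3 SD, cut at about 10% in these data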;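 further: 0% = DMSO wells and 100% = sodium butyrate wells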
FXN GAA850 act = activators of GAA850 frataxin (FXN) promoter; activation, % at 6 µM; HEK293 lucGAA850 FXN promoter luciferase reporter, 24 h; percent of 10 µM SAHA response; actives 0.56% (n = 360,000);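 active means activation above the average of all compounds screened plus 3 SD, cutoff fixed separately per campaign, cut at about 7.5% in these data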;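 further: 0% = DMSO wells and 100% = 10 µM SAHA wells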
ssDAF-12 act = activators of S. stercoralis DAF-12 nuclear receptor; HEK293 ssDAF-12/GRIP1 lit1-tk-luc reporter, luminescence; % of 3 µM dafachronic acid response; activation, % at 6.8 µM; actives 1% (n = 370,000); AID 652126;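 active means activation above the mean over all tested compounds plus 3 SD, cut at about 0.9% in these data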;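 further: 0% = DMSO-only wells and 100% = 3 µM delta7-dafachronic acid wells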
SMARCA2 activ = increases SMARCA2 function in MMTV reporter cells | activation, % at 9.1 µM | AID 652017 | MG213 cells, MMTV-luciferase reporter, dexamethasone, overnight | actives 1% (n = 370,000); in the data active means activation above about 7.8%;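 further: 0% = vehicle wells and 100% = reference activator wells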
ADAM17 inh = inhibits human ADAM17 | recombinant ADAM17, EDANS/DABCYL FRET peptide cleavage | inhibition, % at 6.95 µM | actives 0.83% (n = 370,000) | AID 720648;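 active means inhibition above the mean of compounds lying between control limits plus 3 SD, set per campaign, cut at about 8.5% in these data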;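 further: 0% = DMSO-only wells as the low control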
DAX1 inh-2 = NR0B1 (DAX1) inhibition. HEK293 Gal4-DAX1 luciferase reporter, luminescence. inhibition, % at 6.75 µM. actives 0.99% (n = 340,000). AID 504766;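 active means inhibition above the mean over all tested compounds plus 3 SD, cut at about 4.2% in these data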;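 further: 0% = DAX1-transfected cells with DMSO and 100% = empty-vector control cells with DMSO; inhibition shows as a rise in luminescence from relieved DAX1 repression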
* = called active by the depositor; i = inactive; nt = no result given.

SMILES | PG9 Ab binder | NPR1 activator | ADAM10 inh | DAX1 inh-1 | hcDAF-12 act | hgDAF-12 ag | FXN GAA850 act | ssDAF-12 act | SMARCA2 activ | ADAM17 inh | DAX1 inh-2
O=C(CN1CSCC1=O)N1CCN(S(=O)(=O)c2cc(C(F)(F)F)ccc2Cl)CC1 | -1.2 | -1 | 0 | -0.9 | 0.7 | 0.7 | 1.7 | -0.9 | 1 | -2 | 0.0
COc1ccccc1N1CCN(CCCNc2c(C)c(=O)n(C)c(=O)n2C)CC1 | -1.8 | 2 | 15 | 1.7 | -1.2 | -2.6 | -0.4 | -1.2 | -3 | 1 | 1.6
CS(=O)(=O)c1ccc2sc(NC(=O)c3cc4ccccc4o3)nc2c1 | 7.3 | 2 | -3 | -0.1 | 1.3 | 5.5 | 3.4 | 0.1 | -2 | -3 | -1.0
CC(=O)N1c2cc(S(=O)(=O)N3CCN(c4ccccc4F)CC3)c(Br)cc2CC1C (configuration not stated) | nt | -4 | 12 | -2.1 | -1.7 | -2.7 | nt | -1.2 | -4 | 6 | nt
Cc1ccccc1C1CC(c2ccccc2)Nc2ncnn21 (configuration not stated) | -0.7 | -2 | -4 | -0.1 | 1.3 | 1.4 | 0.2 | -1.2 | -1 | 1 | 0.1
COc1ccc(NC(=S)NNC(=O)C2CC2c2ccc(C)cc2)cc1 (configuration not stated) | 0.2 | 2 | 7 | -0.7 | 1.3 | -3.1 | 1.7 | -1.5 | 5 | 2 | 0.2
Fc1cccc(-c2n[nH]c(=S)n2-c2ccccc2)c1 | 15* | 14 | 2 | 0.6 | -1.9 | -2.8 | 2.1 | -0.6 | -1 | -7 | 1.4
Cc1ccc(S(=O)(=O)N2CCCCC2)cc1NC(=O)COC(=O)Cc1cccc(C(F)(F)F)c1 | -1.2 | -3 | 10 | -0.4 | 1.4 | -0.8 | -0.9 | -0.9 | -1 | 4 | -2.2
Cc1c(Cl)ccc2c(C(=O)Nc3cc(C(C)(C)C)on3)cc(-c3ccccn3)nc12 | -0.4 | -1 | -2 | 0.6 | 1.0 | 3.9 | -1.9 | -0.1 | 0 | -4 | 0.1
C=CCOc1c(Cl)cc(Cl)cc1S(=O)(=O)NCCO | 0.1 | 4 | -6 | 0.9 | -2.3 | -1.1 | -1.3 | -1.4 | -1 | -2 | 0.7
OC1CCCCC1 | 0.2 | 2 | -15 | -0.3 | -1.9 | -0.4 | -1.7 | -0.9 | -6 | -4 | -0.2
Clc1ccc(-c2nc3ccc(Cl)cn3c2Cc2cccc(Cl)c2)cc1 | 0.2 | 5 | -12 | 2.2 | -1.4 | 1.7 | nt | -0.1 | 0 | -6 | nt
CCS(=O)(=O)N1Cc2cc(C(=O)N(C)C)nc(-c3cccc(-c4ccc(F)cc4)c3)c2[C@H]1CCO | -0.8 | 2 | -9 | 1.0 | -0.8 | 1.7 | nt | -0.4 | -3 | 4 | nt
COc1ccc(NC(=O)CN2CC(c3ccccc3)CC2=O)cc1OC (configuration not stated) | -0.1 | 2 | -10 | -0.3 | 0.5 | 3.6 | -0.3 | -1.7 | -1 | 1 | -0.5
COc1ccc(C2C(C(C)=O)=C(O)C(=O)N2c2ccc(C)cc2)cc1 (configuration not stated) | 2.6 | -1 | 2 | 0.8 | -0.1 | 4.0 | 0.2 | -0.4 | 2 | 1 | 4.5*
CCn1cc(C(=O)Nc2cccc(C(=O)OC)c2)c(=O)c2ccc(C)nc21 | 0.8 | 0 | -5 | 0.8 | -2.0 | 1.8 | -1.6 | -1.3 | 0 | -1 | 2.2
COc1cccc(C(=O)COC(=O)c2n[nH]c(=O)c3ccccc23)c1 | -0.1 | -7 | -5 | -0.7 | -1.5 | 1.7 | 1.1 | -0.3 | 3 | -2 | 0.2
COc1ccc(CCN(C)C(=O)COc2ccc(C(=O)c3ccccc3)cc2)cc1OC | -0.2 | -3 | -4 | -2.9 | -1.8 | -2.2 | 1.0 | -0.8 | -2 | -3 | -2.1
COc1ccc(COCC(O)CN2CCc3ccccc3C2)cc1OC (configuration not stated) | -3.8 | 0 | 2 | 0.1 | 0.1 | 4.3 | -2.6 | -1.7 | 8.8* | -1 | -0.1
COc1ccc(C(C(=O)NCC2CCCO2)N(Cc2ccc(F)cc2)C(=O)CNC(=O)c2ccco2)cc1OC (configuration not stated) | 1.1 | 1 | -4 | 0.2 | 0.3 | -2.1 | 2.1 | -0.7 | -2 | -1 | -0.9
O=C(NC1CCCCCC1)C1CC(=O)N(c2ccc(Cl)cc2)C1 (configuration not stated) | -0.2 | -6 | 5 | 0.2 | 0.6 | -2.4 | -1.4 | -1.6 | 1 | 0 | 0.5
O=C(NCCN1CCOCC1)c1cc(S(=O)(=O)NCCCN2CCCC2=O)ccc1Cl | -3.9 | 4 | -1 | -0.4 | -1.2 | -0.7 | 1.2 | -1.4 | 1 | 1 | 0.6
CCCc1cc(C(=O)Nc2sc(C)c(C)c2C(=O)OCC)no1 | -0.6 | 4 | 1 | 0.5 | 0.2 | 4.0 | 1.0 | -1.5 | -1 | 5 | 0.8
COc1ccc([C@H]2C[C@H](O)C[C@@H](CCn3cc(-c4ccccc4)nn3)O2)cc1 | 0.7 | 0 | -11 | -0.4 | -0.3 | -2.3 | nt | -1.3 | 0 | -3 | nt
NC(=O)C1CCN(C(=O)C2CCC(=O)N(CC3CCCCC3)C2)CC1 (configuration not stated) | -3.0 | 5 | -4 | 0.1 | -2.1 | 0.4 | 0.1 | -0.8 | 0 | -7 | -1.0
SMILES | PG9 Ab binder | NPR1 activator | ADAM10 inh | DAX1 inh-1 | hcDAF-12 act | hgDAF-12 ag | FXN GAA850 act | ssDAF-12 act | SMARCA2 activ | ADAM17 inh | DAX1 inh-2
CC(C)CNC(=O)c1ccc(NC(=O)c2cccs2)cc1 | -0.9 | 2 | 5 | 0.3 | 5.5 | 3.9 | 3.1 | -1.6 | 4 | -2 | 0.9
CC(C)C(CC(=O)N1CCCCC1)C1CCOC(C)(C)C1 (configuration not stated) | -0.9 | 3 | -2 | -0.2 | 1.3 | 2.4 | 0.0 | -0.7 | -3 | -1 | 0.3
CC(=O)Nc1ccc(Nc2nc(-c3sc(C)nc3C)cs2)cc1 | -6.9 | -3 | 2 | -1.5 | -3.6 | -2.9 | 2.9 | -2.4 | -1 | 1 | -2.7
O=C(OCC(=O)N(CCc1ccccc1)Cc1ccccc1)c1ccccc1NCCO | -2.2 | -8 | i | -3.5 | -3.1 | -1.6 | -1.4 | -1.6 | -2 | i | -0.5
COc1cc(/C=N/Nc2nc3ccccc3s2)ccc1OC(=O)c1ccccc1F | -2.6 | -3 | -4 | 0.6 | 4.0 | 2.7 | 9.3* | 0.6 | 6 | 0 | 1.1
O=C(Nc1ccc(Br)cc1)C1OCCc2ccccc21 (configuration not stated) | -1.8 | 6 | 3 | 0.4 | 0.6 | 2.3 | 5.4 | -1.3 | 7 | 0 | 2.4
O=C(O)CCCC(=O)N1CCc2cc(S(=O)(=O)NCc3ccc(F)cc3)ccc21 | 0.6 | 3 | -1 | 0.5 | -0.7 | -1.6 | 0.9 | 0.4 | -1 | -1 | 0.8
O=C(NCCc1ccccc1)C1(S(=O)(=O)c2ccc(Cl)cc2)CC1 | 1.2 | -3 | -5 | 0.3 | -2.0 | -2.4 | 3.1 | -1.6 | -3 | -5 | 0.0
CC(Sc1nc(N)c2c3c(sc2n1)CSC(C)(C)C3)C(=O)Nc1ccccc1 (configuration not stated) | -1.4 | 1 | -30 | -1.0 | -3.4 | -3.1 | 0.5 | -1.6 | -4 | -8 | -0.8
COc1ccc(C(=O)C(O)C(c2ccc(C)cc2)N2CCOCC2)cc1OC (configuration not stated) | -2.8 | -3 | 6 | 0.3 | -0.9 | -1.4 | 2.1 | -1.6 | -1 | 0 | -1.0
O=C1CC(N2CCCc3ccccc32)C(=O)N1c1ccccc1Cl (configuration not stated) | -0.4 | 1 | 1 | -0.2 | 0.9 | 0.1 | -0.4 | -0.7 | -1 | 0 | 0.1
CN1CCN(C(=O)CSc2ccc(Cl)cc2)CC1 | 0.4 | 1 | -7 | 0.8 | 2.4 | 8.8 | 2.8 | -0.8 | -2 | -6 | 4.6*
COc1cccc(/C(C)=N/NS(=O)(=O)c2ccc(Cl)cc2)c1 | 1.5 | 1 | -5 | -0.4 | -0.7 | 1.4 | 2.3 | -1.3 | -2 | -5 | 0.0
O=c1cc(N2CCCCC2)c(-c2ccccc2)n[nH]1 | 1.2 | 0 | -2 | -0.4 | -2.0 | -4.9 | 0.6 | -1.3 | 3 | 3 | 0.2
COc1cccc(C(=O)Nc2ccc(NC(=O)C3CC=CCC3C(=O)O)cc2)c1 (configuration not stated) | -0.2 | -3 | 7 | 0.9 | 0.7 | 2.2 | 0.8 | -0.4 | 1 | -6 | 0.1
CC(C)c1ccc(S(=O)(=O)c2cnc(=S)[nH]c2N)cc1 | 0.2 | 0 | -6 | -0.2 | -0.8 | -1.5 | 1.3 | -1.3 | -2 | -3 | -0.2
CN(C(=O)CSC1=Nc2ccccc2C2=NC(c3ccccc3)C(=O)N12)C1CCCCC1 (configuration not stated) | -0.1 | -8 | -307 | -0.4 | -1.0 | 0.8 | 2.0 | -0.2 | -1 | -82 | 0.3
Cc1ccc(/C(N)=N/OC(=O)COc2ccccc2Cl)cc1 | -0.9 | 3 | -1 | -0.1 | -0.6 | 1.2 | 3.4 | -1.2 | 6 | -2 | 0.0
CC(=O)Nc1ccc(/C(C)=N/NS(=O)(=O)c2ccccc2)cc1 | -2.6 | 0 | -5 | 0.3 | 0.6 | -0.7 | 3.4 | -1.0 | 1 | 0 | -0.7
Cc1nn(-c2ccccc2)c(N)c1N=Nc1cccc(S(=O)(=O)N2CCOCC2)c1 | 1.0 | 9 | 5 | -0.8 | -2.6 | -2.8 | 0.3 | -2.1 | -2 | 1 | -0.6
CN(C(=O)c1ccccc1OC1CCN(S(C)(=O)=O)CC1)C1CCOC1 (configuration not stated) | 0.9 | 0 | 11 | -1.1 | -0.6 | -0.3 | 2.1 | -0.8 | 1 | 1 | 2.1
CN1CCCN(C(=O)c2ccc(Br)s2)CC1 | -0.4 | 2 | -15 | 1.3 | -1.1 | -1.1 | -2.4 | -1.2 | 2 | -4 | 0.0
Cc1onc(-c2ccccc2)c1C(=O)NC(=S)NNC(=O)c1ccncc1 | -2.1 | -2 | -12 | -0.2 | -0.2 | -1.1 | -1.9 | -1.7 | -2 | -3 | 0.9
CC(=O)Nc1ccc(S(=O)(=O)N(C)CC(=O)NNc2c(F)c(F)cc(F)c2F)cc1 | 0.4 | -1 | 4 | -2.4 | 0.6 | -1.6 | -0.2 | -0.8 | -1 | 0 | -0.9

Among those listed so far, these have bromine:
SMILES | PG9 Ab binder | NPR1 activator | ADAM10 inh | DAX1 inh-1 | hcDAF-12 act | hgDAF-12 ag | FXN GAA850 act | ssDAF-12 act | SMARCA2 activ | ADAM17 inh | DAX1 inh-2
CC(=O)N1c2cc(S(=O)(=O)N3CCN(c4ccccc4F)CC3)c(Br)cc2CC1C (configuration not stated) | nt | -4 | 12 | -2.1 | -1.7 | -2.7 | nt | -1.2 | -4 | 6 | nt
O=C(Nc1ccc(Br)cc1)C1OCCc2ccccc21 (configuration not stated) | -1.8 | 6 | 3 | 0.4 | 0.6 | 2.3 | 5.4 | -1.3 | 7 | 0 | 2.4
CN1CCCN(C(=O)c2ccc(Br)s2)CC1 | -0.4 | 2 | -15 | 1.3 | -1.1 | -1.1 | -2.4 | -1.2 | 2 | -4 | 0.0

High-throughput results as filed in PubChem BioAssay.
